Screens as filed in PubChem.
PI5P4Ka inh – inhibitors of human PI5P4K alpha | PI5P4Kalpha enzyme, ADP-Glo luminescence, 60 min; hits give low values | P48426 | max response, % | 1.2% of 330,000 active; active = max response of -50% or lower; inconclusive = between -30% and -50%; inactive = -30% or higher; note: value at the top dose of about 77 µM; % is set by controls: 0 for no effect and ±100 for the full control effect
Target sequence (P48426 whole entry, looked up): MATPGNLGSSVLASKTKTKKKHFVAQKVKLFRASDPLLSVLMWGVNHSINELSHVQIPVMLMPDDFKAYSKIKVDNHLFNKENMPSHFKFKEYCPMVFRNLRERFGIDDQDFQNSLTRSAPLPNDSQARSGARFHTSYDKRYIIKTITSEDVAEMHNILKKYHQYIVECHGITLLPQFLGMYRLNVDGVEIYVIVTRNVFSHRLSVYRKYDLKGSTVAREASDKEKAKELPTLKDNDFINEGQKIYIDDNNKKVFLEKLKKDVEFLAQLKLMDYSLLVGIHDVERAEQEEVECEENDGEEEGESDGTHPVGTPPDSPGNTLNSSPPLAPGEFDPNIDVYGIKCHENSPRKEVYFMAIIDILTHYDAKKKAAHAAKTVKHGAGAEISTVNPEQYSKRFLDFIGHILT
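Compounds were pin-transferred onto PI5P4Kalpha and substrate in HEPES pH 7.4 buffer with EGTA, CHAPS and 5% DMSO. ATP (5 microM final) started the reaction, which ran 60 minutes at room temperature before ADP-Glo detection.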
FUS suppressor – FUS proteinopathy suppression in yeast. Potency, µM (series often up to 76.6 µM), without a hit: top-dose growth rescue (activation), hits mostly activators. 0.24% of 390,000 active. S. cerevisiae FUS-expressing, growth rescue, OD600, 24 h;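 note: potency is the fitted concentration of half-maximal effect; plate controls were DMSO vehicle for no effect and reference control for full effect; nearly all actives have a fitted effect of over 55% in size; some results filed as inactive show a strong effect at the top dose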
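Steps: raffinose overnight preculture; dilution to OD 0.005 in 2% galactose minimal medium; compound addition (concentration series); 24hr at 30C, 99% humidity; absorbance read at 600 nm.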
WRN helicase inh – inhibitors of human WRN helicase | Q14191 | WRN helicase unwinding, fluorescent forked duplex, kinetic | Potency, µM (doses to about 114 µM), for the others: at the top dose activity change, negative = inhibition, hits mostly inhibitors | 0.46% of 360,000 active | AID 651768; note: potency is the fitted concentration of half-maximal effect; % is set by controls: 0 for no effect and ±100 for the full control effect; nearly all actives have a fitted effect of over 55% in size
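WRN at 20 nM final was preincubated with compound for 15 min at room temperature; reaction started with 100 nM forked duplex oligonucleotide carrying fluorophore and quencher plus 2 mM ATP (final). Unwinding followed kinetically by red fluorescence (ex 525/em 598 nm).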
IL2 activator – IL-2 activation; IL-2 activation reporter assay, cell-based qHTS; stimulated with anti-CD3/CD4/CD28 beads; in transgenic mouse T cells; 0.065% of 360,000 active; activation, % (series mostly up to about 46 µM); in the data active = activation above about 50%; inconclusive = mostly about 30% to 49%; note: 0% is about no effect
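Quantitative HTS in unstimulated transgenic mouse T cells, with memory T cells as non-tolerant control and PMA/ionomycin as tolerance-bypass control. Compound pretreatment lasted 60 minutes before 18 h bead stimulation; EGFP/DsRed fluorescence read.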
EPAC1 antagonist – EPAC1 (human) antagonism | 0.14% of 360,000 active | Potency, µM (highest dose often 115 µM), for inactives: at the top dose activity change, negative = inhibition, usual class: inhibitors | EPAC1 GEF assay, Rap1b-BODIPY-GDP exchange fluorescence;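 note: potency is the fitted concentration of half-maximal effect; plate controls were vehicle for no effect and positive control for full effect; nearly all actives have a fitted effect of over 50% in size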
Abeta yeast res – compounds reversing amyloid beta toxicity in yeast; yeast expressing A-beta42, growth rescue, OD600, 48 h; response scale: 0% DMSO, 100% iron-clioquinol control; Potency, µM (doses to about 46.1 µM), for inactives: top-dose growth rescue, most hits filed as activators; 0.063% of 410,000 active; AID 1347071; note: potency is the fitted concentration of half-maximal effect; nearly all actives have a fitted effect of over 55% in size
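Growth rescue measured by 600 nm absorbance after 48 h yeast culture at 30 C with compound. Values normalized between DMSO and an equimolar ferric chloride plus clioquinol control.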
EPAC1 agonist – EPAC1 (human) agonism; 0.073% of 360,000 active; O95398; Potency, µM (titrated, usually from 154 µM), for the others: top-dose activation, usual class: activators; EPAC1 agonist qHTS, biochemical assay; response scale: 100% = response to 6.5 mM cAMP; note: potency is the fitted concentration of half-maximal effect; nearly all actives have a fitted effect of over 60% in size
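Compounds were pinned as a concentration titration into mixtures of EPAC1 (100 nM), BODIPY-GDP-loaded Rap1B (250 nM) and GDP (50 uM). After 5 min at room temperature, fluorescence was followed for 30 min; activity was scaled to 6.5 mM cAMP.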
PLK1 PBD block – inhibitors of human PLK1 polo-box domain binding | 2.8% of 360,000 active | P53350 | AID 720504 | Potency, µM, without a hit: max response, negative = inhibition, actives largely listed as inhibitors | Plk1 PBD binding of FITC phosphopeptide, fluorescence polarization; note: potency is the fitted concentration of half-maximal effect; series mostly up to about 57 µM; % is set by controls: 0 for no effect and ±100 for the full control effect; nearly all actives have a fitted effect of over 65% in size
Target sequence (P53350 whole entry, looked up, the tested form may be a part): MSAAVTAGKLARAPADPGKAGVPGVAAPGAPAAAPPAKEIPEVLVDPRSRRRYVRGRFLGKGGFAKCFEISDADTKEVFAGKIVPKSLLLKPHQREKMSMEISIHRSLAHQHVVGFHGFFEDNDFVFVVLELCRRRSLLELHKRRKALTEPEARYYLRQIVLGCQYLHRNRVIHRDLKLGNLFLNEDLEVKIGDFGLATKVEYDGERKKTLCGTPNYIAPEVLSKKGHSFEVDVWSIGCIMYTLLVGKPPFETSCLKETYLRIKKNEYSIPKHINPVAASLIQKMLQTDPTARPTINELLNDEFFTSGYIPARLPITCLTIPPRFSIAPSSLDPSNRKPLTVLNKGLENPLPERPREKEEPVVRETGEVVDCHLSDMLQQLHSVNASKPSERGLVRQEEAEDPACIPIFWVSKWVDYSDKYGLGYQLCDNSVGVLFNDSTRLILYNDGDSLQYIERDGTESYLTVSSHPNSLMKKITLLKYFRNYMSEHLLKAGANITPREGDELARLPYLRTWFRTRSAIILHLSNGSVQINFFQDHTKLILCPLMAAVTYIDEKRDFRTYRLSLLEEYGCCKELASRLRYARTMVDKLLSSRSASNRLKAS
An asterisk follows results filed as active; ? = inconclusive; · = not tested or not shown; [ ] = remark or other dose. Unless noted, calls come from the whole dose curve; as a rule, active = well fitted curve in the direction sought with a large enough effect; inconclusive = small, poorly fitted or top-dose-only effect, or another doubt; inactive = no such curve, though single readings can be large; an effect the other way counts as inactive or inconclusive.

SMILES	PI5P4Ka inh	FUS suppressor	WRN helicase inh	IL2 activator	EPAC1 antagonist	Abeta yeast res	EPAC1 agonist	PLK1 PBD block
COc1ccccc1C(=O)NNC(=O)C1CCCO1 (stereo not drawn)	-8	9%	-32%	-4.0	23%	-19%	5%	-8%
CCOC(=O)C1=C[C@@H](C(C)(C)C)N(S(=O)(=O)c2ccc([N+](=O)[O-])cc2)[C@H]1c1ccccc1	-3	?	0%	-0.5	-4%	6%	-5%	-21%
O=C(COCc1ccccc1)N[C@@H](Cc1ccc(O)cc1)C(=O)O	-4	-18%	0%	-1.7	-7%	-14%	12%	?
O=C(Cc1ccc(Cl)cc1)OCC(=O)N1CCCCCC1	-5	1%	-20%	1.9	-1%	-9%	-5%	2%
COC(=O)c1ccc(NC(=O)CCN2CCN(Cc3ccccc3)CC2)cc1	·	20%	-32%	-1.4	-9%	-9%	4%	-3%
COc1ccc(CCNC(=O)CSc2nncs2)cc1	5	·	0%	1.2	-2%	7%	-1%	0%
Cn1ccnc1SCCNC(=O)CCc1nnc(CCCCc2ccccc2)o1	-5	-11%	5%	-3.1	14%	-22%	1%	-2%
CC1CCc2c(sc3nc(CSc4n[nH]c(N)n4)[nH]c(=O)c23)C1 (stereo not drawn)	-2	·	-3%	-5.2	7%	-9%	-5%	3%
CCCOC(=O)C1C2C=CC(C3CC23)C1C(=O)OCC(=O)c1ccccc1 (stereo not drawn)	·	6%	-11%	1.5	-3%	-15%	22%	-2%
CCOCCCn1c(C)nc2c(c1=O)c1nc3ccccc3nc1n2-c1ccc(C)cc1	·	?	-8%	1.7	-4%	-2%	5%	-9%
COC(=O)CSc1nnc(Cc2ccccc2)n1-c1ccc(C)cc1	-4	4%	2%[57.1 µM]	-1.6	0%	6%	-4%	-3%
O=C(Nc1ccc(-c2nc3ccccc3[nH]2)cc1)c1cccc(N2C(=O)CCC2=O)c1	-13	5%	1%	-2.5	12%	-2%	-5%	-5%
COc1cc(C2NC(=O)C(C#N)=C(S)N2c2ccccc2)ccc1OC(C)C (stereo not drawn)	-21	19%	-11%	0.3	-10%	11%	-6%	-23%
O=C1C(=Cc2cccc(O)c2O)SC(=S)N1CCCN1CCOCC1	-71*	18%	-31%[11.6 µM]	-0.9	-8%	-4%	2%	5.3µM*
Cc1ccc(S(=O)(=O)NC(=O)NCc2ccc3c(c2)OCO3)cc1	3	-16%	-7%	1.7	4%	8%	-2%	0%
COC(C[C@@H](O)[C@H](C)[C@H](O)COCc1ccccc1)OC	2	-33%	1%	-0.5	-4%	-6%	-13%	-12%
CCOC(=O)c1[nH]c2ccccc2c1NC(=O)c1nonc1C	·	23%	8%	-2.7	8%	-1%	-2%	-1%
CC(C)NC(=O)N(C)C[C@H]1Oc2ccc(NC(=O)c3ccncc3)cc2C(=O)N([C@H](C)CO)C[C@@H]1C	6	-11%	-31%	-1.1	-6%	1%	-8%	-26%
CCOC(=O)c1[nH]cnc1C(=O)N[C@@H](C)c1ccccc1	3	-2%	4%	-1.9	5%	-6%	3%	3%
COc1ccc(Cc2c(C(C)(C)C)nc3ccc(C)cn23)c(C)c1	-3	-10%	1%	-0.7	5%	-9%	10%	-1%
c1ccc(-c2nn3c(Cn4nnc5ccccc54)nnc3s2)nc1	·	45%	-22%	-2.3	-12%	-5%	6%	27µM*
O=C(NCc1ccncc1)c1cc(-c2ccc(Cl)cc2)oc1C(F)(F)F	0	5%	-4%	-0.6	-8%	-5%	0%	-12%
Cc1ccc(-n2nc3c(c2NC(=O)C(C)(C)C)CS(=O)(=O)C3)cc1	7	-22%	1%	0.4	-6%	·	-5%	1%
O=S1(=O)CC(N2CC=CC2)CN1Cc1cn(Cc2ccc(Cl)cc2)nn1 (stereo not drawn)	9	-10%	-5%	0.3	15%	-2%	8%	-2%
COc1ccc(S(=O)(=O)N2CCCC(C(=O)NCc3ccncc3)C2)cc1 (stereo not drawn)	1	·	-20%	-4.5	-20%	-10%	2%	-5%
O=C(NCc1ccc2c(c1)OCO2)C1CCCN1C(=O)Nc1ccc(F)cc1 (stereo not drawn)	·	30%	-12%	-0.6	13%	-13%	-3%	0%
Cc1ccnc(SCc2cc(=O)c(OC(=O)c3ccc(S(=O)(=O)N4CCCC4)cc3)co2)n1	?	26%	-12%[57.1 µM]	-0.8	10%	-60%[inhibitor]	-3%	-11%
Cc1ccn2cc(C(=O)Nc3ccc4c(c3)OCCO4)nc2c1	·	-5%	-19%	-1.1	3%	-11%	-2%	-5%
CC1(C)CC(=O)C2=C(C1)NC(Nc1nc3ccccc3o1)=NC2c1ccccn1 (stereo not drawn)	1	-3%	0%	-3.1	0%	11%	13%	-9%
O=C1CN(C(=O)COC(=O)CCS(=O)(=O)c2ccccc2)c2ccccc2N1	-3	·	-12%	-3.2	-10%	-12%	10%	0%
CCCOc1ccc(C(=O)Nc2ccc(N3CCOCC3)cc2N2CCOCC2)cc1OCC	2	?	-12%	-1.8	4%	-4%	-1%	-9%
Cc1ccc(S(=O)(=O)N(C)C)cc1NC(=O)C1CCCC1	-8	·	2%	0.0	10%	-9%	7%	-10%
O=C(NCC1(N2CCCCC2)CCCCC1)C1CC(=O)N(c2ccc3c(c2)OCCO3)C1 (stereo not drawn)	3	2%	-1%	1.0	2%	21%	-3%	-7%
COc1ccccc1Oc1coc2cc(O)ccc2c1=O	-8	-33%	-3%	-1.6	?	13%[9.22 µM]	7%	-1%
CCC(c1nnnn1CCOC)N1CCN(Cc2ccccc2OC)CC1 (stereo not drawn)	3	-3%	-16%	0.6	-3%	-18%	0%	5%
CCOC(=O)c1[nH]nc2c1C(=O)N(CC)C2=O	-26	-13%	0%	-0.4	-2%	0%	16%	-2%
N#Cc1cc2c(nc1SC1CCCCC1O)CCCC2 (stereo not drawn)	9	12%	8%	0.0	-4%	-20%	5%	-16%
O=C(O)c1ccc(CSc2nc(-c3ccc(Cl)cc3)cc(C(F)(F)F)n2)cc1	·	1%	-31%	-1.6	-11%	-16%	6%	21µM*
CN(c1ccccc1)S(=O)(=O)c1ccc(C(=O)Nc2ccncc2)cc1	-5	43%	-17%	-1.1	-21%	0%	?	-8%
Cc1nn2c(-c3ccc(F)cc3)ccnc2c1Br	1	6%	6%	0.5	-5%	-25%	1%	-5%

Arranged by the number under PI5P4Ka inh (largest number first): some entries from above.
molecule	PI5P4Ka inh
Cc1ccc(-n2nc3c(c2NC(=O)C(C)(C)C)CS(=O)(=O)C3)cc1	7
CC1(C)CC(=O)C2=C(C1)NC(Nc1nc3ccccc3o1)=NC2c1ccccn1 (stereo not drawn)	1
CN(c1ccccc1)S(=O)(=O)c1ccc(C(=O)Nc2ccncc2)cc1	-5
Cc1ccc(S(=O)(=O)N(C)C)cc1NC(=O)C1CCCC1	-8

The list goes on.
SMILES	PI5P4Ka inh	FUS suppressor	WRN helicase inh	IL2 activator	EPAC1 antagonist	Abeta yeast res	EPAC1 agonist	PLK1 PBD block
CCCCOc1ccc(NC(=O)CN2CCN(Cc3ccccc3)CC2)cc1	-9	-13%	1%	-0.3	20%	-13%	4%	-3%
COCCN1C(=O)CSCC1(C)C(=O)NCc1ccccc1 (stereo not drawn)	1	-18%	8%	0.8	-10%	-11%	-25%	1%
CN(Cc1cn(C)nc1-c1ccccc1F)C1CCOC1 (stereo not drawn)	-5	-6%	-9%	-0.4	-3%	-6%	-1%	-6%
O=c1c2c3c(sc2nc2n1CCCS2)CCCC3	-1	-4%	-10%	-0.2	-3%	0%	-7%	-7%
Nc1nonc1-n1nnc(C(=O)N/N=C\c2cccc(Cl)c2)c1CN1CCOCC1	1	13%	-13%	2.4	-4%	2%	-2%	-10%
CCOc1cc(CNCCO)cc(Br)c1OCc1ccc(Cl)cc1Cl	45	3%	0%	-1.0	-4%	-63%[inhibitor]	-4%	3%
COc1ccc(C(=O)NCCN2CCOCC2)c(OC)c1	0	9%	-10%	1.7	-24%	-13%	-12%	0%
COc1ccc(NC(=O)C(=O)NCCC2CCCCN2S(=O)(=O)c2cccs2)cc1 (stereo not drawn)	3	24%	-34%	0.9	-8%	18%	-4%	-7%
COCc1c(C(=O)N2CCc3ccccc32)oc2ccccc12	-77*	16%	-2%[11.6 µM]	-0.2	-11%	-16%	17%	-6%
COc1cccc(N=C2C(=O)N3CCCc4cccc2c43)c1	-5	-18%	-9%	-0.6	-8%	7%	7%	-17%
CC(=O)Nc1ccc(NS(=O)(=O)c2ccc3c(c2)NC(=O)CC(=O)N3)cc1	-2	-21%	-6%	-2.3	-12%	1%	5%	1%
C#Cc1ccc([C@H]2C=C(C(=O)N3CCN(Cc4ccccc4)CC3)O[C@@H](OCC)[C@@H]2CCCO)cc1	0	13%	1%	-0.1	4%	14%	5%	5%
CC(=O)N1CCc2cc(S(=O)(=O)NC(C)c3ccccc3)ccc21 (stereo not drawn)	-8	8%	2%	-0.1	-21%	-3%	0%	3%
CCc1nc2c(OCC3COc4ccccc4O3)cccn2c1N(C)C(=O)c1ccccc1F (stereo not drawn)	2	?	-6%	-0.6	-13%	0%	-7%	-6%
Cc1ccc(-n2nc(CN3CCOCC3)c(-c3ccccc3)c2N)c(C)c1	3	20%	6%	-2.6	?	-1%	3%	-10%
CC1(C(=O)NS(=O)(=O)c2ccccc2OC(F)(F)F)CCN1C(=O)c1ccco1 (stereo not drawn)	-1	-17%	6%[57.1 µM]	2.1	-5%	-9%	2%	-8%
COc1ccnc(N2CCN(c3ccc(Cl)cc3)CC2)c1C#N	·	18%	-8%	-2.4	10%	20%	2%	6%
CCCCOC(=O)c1cccnc1	4	-24%	1%	0.3	-4%	-10%	4%	0%
Cc1ccc(-c2nsc(SCC(=O)NCC3CCCO3)n2)cc1 (stereo not drawn)	4	11%	-22%	-4.2	6%	-3%	4%	-5%
CSc1ncnc2c1ncn2CCCN(C)CCc1ccccn1	-4	-2%	-11%	-0.7	-1%	12%	0%	-2%
CN(C(=O)CSc1ncnc2scc(-c3ccccc3)c12)C1CCS(=O)(=O)C1 (stereo not drawn)	-8	17%	-5%	-0.8	-9%	-8%	-2%	-5%

Compound profiles, as listed above:
Record of `COc1ccccc1C(=O)NNC(=O)C1CCCO1` (stereo not drawn) = PI5P4Ka inh = -8; FUS suppressor = 9%; WRN helicase inh = -32%; IL2 activator = -4.0; EPAC1 antagonist = 23%; Abeta yeast res = -19%; EPAC1 agonist = 5%; PLK1 PBD block = -8%
Record of `CCCCOC(=O)c1cccnc1` = PI5P4Ka inh = 4; FUS suppressor = -24%; WRN helicase inh = 1%; IL2 activator = 0.3; EPAC1 antagonist = -4%; Abeta yeast res = -10%; EPAC1 agonist = 4%; PLK1 PBD block = 0%
